Screens: PubChem, National Center for Advancing Translational Sciences (NCATS)
PKM2 act = activators of human pyruvate kinase M2 | AID 1631 | P14618 | purified PKM2, Kinase-Glo ATP luminescence, activation; response scale: 0% is enzyme alone, no compound | Potency, µM (titrated, usually from 57.5 µM), inactives show top-dose activation, hits mostly activators | 0.34% of 260,000 active; further: potency means the concentration at half of the fitted maximal effect; on the % scale 0 is the no-effect control and ±100 the full control effect; nearly all actives have a fitted effect of over 55% in size
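ATP formation by purified human PK-M2, quantified via coupled luciferase luminescence after 1 h at room temperature with 0.1 mM ADP and 0.5 mM PEP final.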
Coupling enz = counter-screen for Giardia aldolase inhibitors: coupling enzyme system; AID 2472; coupling enzyme system counterscreen, AmpLite Red fluorescence; 0.67% of 290,000 active; activity change, negative = inhibition, % at 58.2 µM, hits read low; in the data active means activity change below about -30%; further: on the % scale 0 is the no-effect control and ±100 the full control effect
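Fluorescence at 525 nm excitation and 598 nm emission measured inhibition of the coupled detection system without aldolase. Compounds (at 57.5 uM final) were preincubated 10 min at room temperature with coupling enzyme reagent before a 20 min substrate/AmpLite Red step.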
Integrin act MD = activates integrin-mediated alleviation for muscular dystrophy | AID 624291 | Potency, µM (doses to about 38.3 µM), for the others: at the highest dose activation, most hits filed as activators | 0.064% of 350,000 active | alpha7betagal myoblasts, beta-gal FDG fluorescence, 48 h;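 further: potency means the concentration at half of the fitted maximal effect; 100% = response of the positive control SU9516; nearly all actives have a fitted effect of over 60% in size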
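alpha7betagal+/- myoblasts (passage 13, 250/well) treated 48 h at 37C with compounds at 1:260 dilution of DMSO stock. Lysed, then beta-galactosidase activity read as FDG fluorescence (ex 480/em 540) after 30 min, with pre-read for autofluorescence.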
Tb PFK block = blocks T. brucei phosphofructokinase | T. brucei PFK, ADP-Glo luminescence | Potency, µM (titrated, usually from 57.5 µM), for inactives: top-dose activity, negative = inhibition, hits mostly inhibitors | 0.17% of 330,000 active;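 further: potency means the concentration at half of the fitted maximal effect; 0% = uninhibited 1x PFK enzyme wells and -100% = no-enzyme wells; nearly all actives have a fitted effect of over 60% in size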
Target sequence (O15648 whole entry, looked up): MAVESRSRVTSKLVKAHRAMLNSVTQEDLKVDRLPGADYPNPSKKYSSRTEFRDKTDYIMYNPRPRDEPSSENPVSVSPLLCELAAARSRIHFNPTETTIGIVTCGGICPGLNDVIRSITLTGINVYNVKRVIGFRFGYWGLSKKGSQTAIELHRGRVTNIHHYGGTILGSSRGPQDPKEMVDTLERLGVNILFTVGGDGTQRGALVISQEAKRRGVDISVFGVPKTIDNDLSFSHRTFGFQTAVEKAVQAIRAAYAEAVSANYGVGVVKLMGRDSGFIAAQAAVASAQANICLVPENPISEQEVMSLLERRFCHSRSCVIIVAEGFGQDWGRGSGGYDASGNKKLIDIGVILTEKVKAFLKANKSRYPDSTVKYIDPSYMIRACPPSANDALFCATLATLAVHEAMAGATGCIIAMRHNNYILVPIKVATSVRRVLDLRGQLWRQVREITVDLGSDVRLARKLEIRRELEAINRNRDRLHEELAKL
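ADP-Glo luminescence quantified ADP after 45 min at room temperature, with 1.25 nM T. brucei PFK, 0.1 mM ATP and 0.5 mM fructose-6-phosphate in pH 8.0 TEA buffer. qHTS titrations up to 57 µM; curves classified by quality.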
S-ASM inh = inhibitors of human secretory acid sphingomyelinase | placental ASM, HMU-PC fluorogenic substrate, 60 min | AID 504937 | P17405 | Potency, µM (series often up to 57.5 µM), for inactives: top-dose activity change, negative = inhibition, usual class: inhibitors | 0.006% of 340,000 active; further: potency means the concentration at half of the fitted maximal effect
Target sequence (P17405 47-631 limits assumed): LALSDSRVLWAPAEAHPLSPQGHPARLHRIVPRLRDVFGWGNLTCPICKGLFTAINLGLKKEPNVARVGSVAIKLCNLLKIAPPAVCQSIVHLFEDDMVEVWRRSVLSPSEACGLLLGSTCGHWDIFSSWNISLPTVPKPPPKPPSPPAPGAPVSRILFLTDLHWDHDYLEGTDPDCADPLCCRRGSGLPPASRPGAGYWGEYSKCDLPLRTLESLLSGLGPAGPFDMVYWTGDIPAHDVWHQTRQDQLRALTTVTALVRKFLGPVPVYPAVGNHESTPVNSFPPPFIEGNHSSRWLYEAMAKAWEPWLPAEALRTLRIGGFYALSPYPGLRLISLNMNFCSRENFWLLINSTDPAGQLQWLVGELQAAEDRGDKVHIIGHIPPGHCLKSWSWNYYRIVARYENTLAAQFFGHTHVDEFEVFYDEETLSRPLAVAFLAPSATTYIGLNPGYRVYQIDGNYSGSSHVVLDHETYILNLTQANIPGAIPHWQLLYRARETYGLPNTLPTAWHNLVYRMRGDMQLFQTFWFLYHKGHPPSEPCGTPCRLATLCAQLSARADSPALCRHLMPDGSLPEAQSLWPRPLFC
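Fluorogenic HMU-PC substrate (9 uM final) is turned over by placental ASM in 60 min at 37 C after a 10 min compound preincubation. Reaction ended by alkaline stop (pH 10), with fluorescence read at 386/447 nm.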
B2AR arrestin = beta2AR (human) beta-arrestin recruitment activity. Potency, µM (top dose mostly 46.1 µM), for the others: at the top dose activation, most hits filed as activators. 0.02% of 330,000 active. beta-arrestin recruitment to beta2AR, cell-based reporter. P07550;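 further: potency means the concentration at half of the fitted maximal effect; 0% = DMSO controls and full agonism = EC100 isoproterenol or metaproterenol; nearly all actives have a fitted effect of over 65% in size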
GALK inhibitor = inhibitors of human galactokinase; Potency, µM (top dose mostly 57.5 µM), for the others: top-dose activity change, negative = inhibition, hits mostly inhibitors; 0.007% of 270,000 active; Purified GALK, Kinase-Glo residual ATP luminescence; AID 1868; further: potency means the concentration at half of the fitted maximal effect; on the % scale 0 is the no-effect control and ±100 the full control effect
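Galactose (100 uM) and ATP (35 uM) were turned over by 5 nM GALK for 1 h at RT. Kinase-Glo Plus then converted the remaining ATP into a luminescent signal.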
BCR signal inh = blocks chronic active B-cell receptor signaling; ABC-DLBCL IkBa-CBG/CBR reporter, luminescence ratio, 4 h; Potency, µM (doses to about 46.1 µM), inactives show top-dose ratio change, negative = lower green/red ratio, usual class: inhibitors; 0.05% of 340,000 active; AID 493014; active means well fitted inhibition curve with a large enough effect in the signal ratio, with a control signal flat, not every such curve was filed as active; inconclusive means small, poorly fitted or top-dose-only effect, or effect the other way, or a change in a side signal; the % refers to the signal ratio;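 further: potency means the concentration at half of the fitted maximal effect; plate controls were basal doxycycline-induced cells for no effect and cells given 10 µM MG132 for full effect; MG132 reads +100%, hits lower the ratio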
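TMD8 ABC-DLBCL cells carrying doxycycline-inducible green luciferase fused to IkappaBalpha plus unfused red luciferase were exposed to compounds (up to 46 uM) for 4 hrs at 37C. Activity came from the overlap-corrected green/red luminescence ratio.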
Menin MLL FP TR = inhibitors of human menin-MLL interaction, mutant MLL peptide; O00255; Menin + Texas Red MLL mutant peptide, fluorescence polarization; Potency, µM (highest dose often 61.6 µM), without a hit: at the top dose FP activity change, negative = inhibition, usual class: inhibitors; 0.23% of 270,000 active; active means well fitted inhibition curve with a large enough effect in the polarisation, with a control signal flat, not every such curve was filed as active; inconclusive means small, poorly fitted or top-dose-only effect, or effect the other way, or a change in a side signal; inactive means no such curve, though single readings can be large or run the other way; the % refers to the polarisation; further: potency means the concentration at half of the fitted maximal effect; % of control where 0% means no effect; many of its hits are not listed in these tables
Giardia killer = kills Giardia lamblia. Giardia lamblia trophozoite viability. activity change, % at 7.66 µM, hits read low. 0.15% of 340,000 active. AID 540267; in the data active means activity change below about -80%; inconclusive means between about -30% and that limit;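 further: parasites exposed to compound for two days anaerobically before the ATP read; on the % scale 0 is the no-effect control and ±100 the full control effect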
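Trophozoite viability was measured as ATP-dependent luminescence, read 15-30 min after reagent addition. Before that, parasites at 100 cells/well were exposed to compounds for 48 h, anaerobically, at 37 deg C.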
TSG101-PTAP inh = blocks PTAP/TSG101 interaction to inhibit HIV-1 budding; Q99816; Fluorescence polarization, FITC-PTAP peptide / Tsg101 binding; Potency, µM (highest dose often 115 µM), inactives show at the highest dose activity change, negative = inhibition, actives largely listed as inhibitors; 340,000 tested, under 10 active; AID 493005; active means well fitted inhibition curve with a large enough effect in the main read-out, with a control signal flat, not every such curve was filed as active; inconclusive means small, poorly fitted or top-dose-only effect, or effect the other way, or a change in a side signal; inactive means no such curve, though single readings can be large or run the other way; further: potency means the concentration at half of the fitted maximal effect; % of control where 0% means no effect
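Compounds were pin-transferred onto Tsg101 binding domain (10 uM final) in HEPES pH 7.5 buffer, then FITC-PTAP peptide was added at 50 nM final. After 20 min at RT, polarization reported peptide displacement across a qHTS concentration series.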
* hit, by the source's call; ? = inconclusive; nt = no result given; [ ] = remark or other dose. Unless noted, the call rests on the fitted dose curve; in most records, active means well fitted curve in the direction sought with a large enough effect; inconclusive means small, poorly fitted or top-dose-only effect, or another doubt; inactive means no such curve, though single readings can be large; an effect the other way counts as inactive or inconclusive. These rows are one share of the data. The share of hits here may be higher or lower than overall.

SMILES	PKM2 act	Coupling enz	Integrin act MD	Tb PFK block	S-ASM inh	B2AR arrestin	GALK inhibitor	BCR signal inh	Menin MLL FP TR	Giardia killer	TSG101-PTAP inh
Cc1ccc2nc(-c3cccc(Br)c3)cc(C(=O)NC3CC3)c2c1	2%	2	-1%	-2%	0%	0.4%	5%	1%	3%	15	0%
N#Cc1c(NC(=O)c2cccnc2)sc2c1CCC2	-1%	-5	-27%	1%	-4%	0.0%	-5%	?	9%	-28	-2%
CCOC(=O)C1CCN(c2cc3c(cc2NC(=O)c2ccc(OC)c(OC)c2)n(C)c(=O)n3C)CC1	nt	0	17%	1%	-6%	0.0%	8%	-21%	?	13	-11%
CNC[C@H]1Oc2ccc(NC(=O)Nc3ccc(OC)cc3)cc2C(=O)N([C@@H](C)CO)C[C@H]1C	nt	nt	-10%	-2%	-4%	-0.5%	nt	2%	nt	-5	-15%
O=c1c2c(ncn2C2CCCC2)n(Cc2ccccc2)c(=O)n1CCOc1ccccc1	-22%	-5	16%	-9%	0%	-0.2%	-1%	-1%	-20%	-9	1%
CCOc1ncccc1C(=O)OCc1cn2cc(Cl)ccc2n1	17%	-2	4%	-5%	-3%	-0.2%	-1%	2%	-8%	0	-16%
Cc1cccc2cc(CN(Cc3ccccc3)C(=O)N(C)C)c(=O)[nH]c12	9%	1	30%	-1%	0%	0.4%	-3%	3%	-19%	20	-4%
O=C(CSc1nnc2ccccn12)N1CCc2ccccc21	-2%	-3	0%	-1%	11%	0.1%	0%	-6%	4%	-22	-2%
C[C@]12c3[nH]c4ccc(Cl)cc4c3CCN1C(=O)[C@@H](CC(=O)NCCN1CCOCC1)C[C@@H]2C(=O)N1CCCCC1	nt	nt	-8%	1%	-4%	3.0%	nt	-3%	nt	-1	0%
COc1cc(N2CCCC2)c(OC)cc1/C=C1/NC(=S)NC1=O	4%	-9	-7%	3%	0%	0.1%	4%	?	-8%	3	37%[activator]
Cc1cccc(N2C(=O)CN(Cc3sccc3C)C2=S)c1	-3%	2	-2%	0%	-5%	-4.2%	2%	?	8%	-1	-3%
Cc1ccc(C(=O)NNS(=O)(=O)c2ccc(F)cc2)cc1	-4%	-6	-21%	-1%	5%	-1.6%	nt	-26%	8%	-13	-2%
COc1cc(NC(=O)c2ccccc2C)c(OC)cc1NC(=O)CN1CCOCC1	1%	-2	4%	0%	-1%	-0.9%	4%	6%	-14%	-4	-1%
COc1ccccc1N(C)S(=O)(=O)c1ccc(C(=O)Nc2ccc(C(N)=O)cc2)cc1	nt	nt	11%	-10%	-1%	-0.3%	nt	-6%	nt	0	0%
CCC(CC)C(=O)Nc1ccc(S(=O)(=O)Nc2nccs2)cc1	4%	0	20%	-4%	4%	0.4%	4%	1%	18%	12	0%
O=C(CCN1CCOCC1)NNC(=S)NC(=O)c1ccccc1	-2%	-12	-22%	-12%	7%	0.0%	-1%	0%	13%	-8	-3%
COC(=O)/C=C1\S/C(=N/N=C/c2ccccc2)NC1=O	3%	8	-18%	0%	-3%	-0.3%	-6%	-4%	?	2	0%
O=C(CN1CCN(S(=O)(=O)c2ccc(Cl)s2)CC1)NCc1ccc(Cl)cc1	2%	2	11%	-4%	-2%	0.1%	1%	-1%	5%	-1	-5%
CCOC(=O)N1CCN(C(=O)Nc2ccc(Cl)cc2)CC1	-1%	2	4%	-8%	5%	-0.4%	2%	2%	20%	8	-11%
CC(C)OC(=O)C1=C(N)N2C(=O)CSC2=C(C(=O)OC(C)C)C1	0%	7	-8%	-3%	-1%	-0.6%	3%	?	-10%	3	3%
CCNC(=O)CN1C(=O)NC2(CCCCCC2)C1=O	-2%	-1	30%	-6%	4%	-0.3%	2%	-1%	1%	0	-4%
CCN(Cc1ccncc1)C(=O)c1ccccc1NS(=O)(=O)c1ccc(Br)cc1	0%	3	?	1%	3%	-0.3%	-3%	?	nt	1	1%
CC(C)CN(C(=O)COc1ccc(C(C)(C)C)cc1)C1CCS(=O)(=O)C1 (stereo unspecified)	nt	nt	4%	-17%	-1%	-0.5%	nt	-8%	nt	6	-1%
COc1ccc(N(CC(=O)Nc2ccc(S(=O)(=O)N3CCCC3)cc2)S(C)(=O)=O)cc1OC	5%	-4	?	3%	3%	-0.9%	-1%	-9%	12%	7	-4%
CC1=C(C(=O)OCc2ccc3c(c2)OCO3)C(c2ccccc2OCc2ccccc2)NC(=O)N1 (stereo unspecified)	-9%	-10	-56%[inhibitor]	0%	-3%	0.4%	0%	?	-11%	8	-8%
CC(=O)Oc1ccc(-c2ccc(C(=O)OCC(=O)N(C)CC(=O)Nc3ccccc3Cl)cc2)cc1	-3%	nt	-51%[inhibitor]	1%	?	-0.2%	-7%	17%	nt	1	0%
C=CCNC(=O)C1CC(=O)N(c2ccc(OCC(=O)Nc3ccc(Cl)c(C(F)(F)F)c3)cc2)C1 (stereo unspecified)	1%	2	-2%	-5%	4%	0.3%	3%	-13%	?	-4	-2%
CC1(C)Cc2cccc(OCC(=O)N3CCN(c4ccccc4F)CC3)c2O1	nt	nt	-11%	0%	-2%	0.5%	nt	-7%	nt	28	1%
CCN1C(=O)[C@H]2[C@@H](c3ccc(-c4ccc(F)cc4)c(OC)c3)N[C@@](C)(C(=O)OC)[C@H]2C1=O	nt	nt	-5%	5%	4%	-0.4%	nt	?	nt	19	-1%
CC(C)(C)c1cc(NC(=O)Nc2ccccc2)no1	nt	-3	10%	0%	1%	-0.1%	0%	3%	43%[activator]	-13	-2%
Nc1nc(N)c2cc(Sc3ccc4ccccc4c3)ccc2n1	?	0	-32%	-2%	10%	-0.5%	nt	?	nt	13	4%
COC(=O)COc1cccc(NC(=O)c2cc(OC)cc(OC)c2)c1	4%	-4	?	-1%	0%	0.4%	-2%	?	3%	-3	1%
Cc1ccc(CN2C(=O)CNC2=S)cc1	-3%	1	4%	-2%	2%	0.1%	1%	4%	6%	-14	-2%
O=C(Nc1cccn(Cc2c(Cl)cccc2Cl)c1=O)c1ccc(Cl)cc1Cl	-2%	-9	-1%	1%	-6%	-0.5%	-4%	15%	nt	-17	1%
O=C(Nc1cccc(-c2csc(Nc3cccc(C(F)(F)F)c3)n2)c1)c1cc([N+](=O)[O-])cc(C(F)(F)F)c1	-2%	0	19%	-1%	-4%	-0.4%	4%	2%	nt	-4	0%
CCCCCCn1c(SCCOC)nc2c1c(=O)[nH]c(=O)n2C	-6%	1	-12%	-5%	-9%	0.0%	2%	0%	nt	-12	-1%
CCOc1cc(C(=O)Nc2ccc(S(=O)(=O)Nc3nnc(CC)s3)cc2)cc(OCC)c1OCC	nt	9	5%	-15%	-2%	0.2%	1%	-7%	43%[activator]	20	-1%
O=C(CN1C(=O)/C(=C/c2ccco2)SC1=S)Nc1ccc(C(=O)O)c(O)c1	nt	nt	0%	11%	42%	-0.1%	3%	1%	nt	1	-7%
NC(=O)c1ccc[n+](Cc2cccc3ccccc23)c1	-10%	1	0%	0%	-4%	-0.2%	0%	-4%	-17%	5	0%
CC(=O)Nc1ccc(Nc2cc(N(C)C)c3nonc3c2[N+](=O)[O-])cc1	nt	0	7%	-5%	0%	2.8%	5%	9%	?	-8	3%
CCCCC(CC)C(=O)Nc1ccc(S(=O)(=O)Nc2nccs2)cc1 (stereo unspecified)	0%	3	10%	-1%	11%	-0.9%	1%	-1%	nt	4	-7%

Compound profiles (already shown). Order of screens: PKM2 act, Coupling enz, Integrin act MD, Tb PFK block, S-ASM inh, B2AR arrestin, GALK inhibitor, BCR signal inh, Menin MLL FP TR, Giardia killer, TSG101-PTAP inh
C=CCNC(=O)C1CC(=O)N(c2ccc(OCC(=O)Nc3ccc(Cl)c(C(F)(F)F)c3)cc2)C1 (stereo unspecified) is listed with 1%, 2, -2%, -5%, 4%, 0.3%, 3%, -13%, ?, -4, -2%
Cc1cccc(N2C(=O)CN(Cc3sccc3C)C2=S)c1 is listed with -3%, 2, -2%, 0%, -5%, -4.2%, 2%, ?, 8%, -1, -3%
COC(=O)/C=C1\S/C(=N/N=C/c2ccccc2)NC1=O is listed with 3%, 8, -18%, 0%, -3%, -0.3%, -6%, -4%, ?, 2, 0%
Cc1cccc2cc(CN(Cc3ccccc3)C(=O)N(C)C)c(=O)[nH]c12 is listed with 9%, 1, 30%, -1%, 0%, 0.4%, -3%, 3%, -19%, 20, -4%
